# DAGLB inh: diacylglycerol lipase beta (human) inhibition | Q8NCG7 | HEK293T DAGLB membrane lysate, EnzChek fluorogenic substrate | inhibition, % at 5.17 µM | hit rate 0.059% among 340,000 | AID 504411; in the data active = inhibition above about 34%;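 note: 0% = enzyme with vehicle and 100% = wells lacking enzyme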
# DSG3 Ab inh: inhibitors of pemphigus antibody binding to human desmoglein-3 | P32926 | DSG3-coupled beads, scFv-anti-DSG3-GFP binding, flow cytometry; stronger effect = lower value | binding (percent of control), % at 10 µM | hit rate 0.48% among 310,000;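 active = binding more than 3 SD below its plate's average and above zero; inconclusive = below that plate limit but binding exactly zero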; note: some compounds called inactive have numbers as strong as hits
# CAL PDZ FP-1: CAL PDZ (human) peptide binding inhibition; Q9HD26; purified CAL PDZ, TMR-peptide fluorescence polarization, 1 h; inhibition, % at 24.9 µM; hit rate 0.92% among 300,000; AID 602252;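 active = mean inhibition of at least 30% with at least half of replicates also reaching 30%; inconclusive = no clear call, values can overlap the other calls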;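 note: 0% = DMSO neutral control and 100% = excess unlabeled competitor peptide PRC23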
# V-ATPase pH: regulators of yeast V-ATPase proton transport; S. cerevisiae, pHLuorin cytosolic pH fluorescence; response, % at 10 µM; hit rate 0.37% among 350,000; in the data active = response mostly above about 7.3%, no sharp cut-off; inactive = mostly below about 5.4%; note: actives read high; inactives centre near 0; some compounds called inactive have numbers as strong as hits; reference of the scale not given here
# NSD2 inh: inhibitors of human histone methyltransferase NSD2; NSD2 peptide methylation, AlphaScreen, 120 min; O96028; hit rate 0.54% among 310,000; inhibition, % at 12.5 µM; in the data active = inhibition above about 50%
# Keap1 Nrf2 FP: disrupts human Keap1 binding to Nrf2 peptide. Keap1 Kelch-Nrf2 peptide fluorescence polarization, 1536-well. inhibition, % at 9.4 µM. hit rate 0.15% among 340,000. Q14145. AID 504523; in the data active = inhibition above about 12%; inconclusive = no clear call, values can overlap the other calls; inactive = below about 7.3%;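 note: human Keap1 Kelch domain with fluorescein labeled Nrf2 9mer peptide probe; 0% = neutral control wells and 100% = peptide positive control; higher means more block of Keap1 binding to Nrf2 peptide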
# CAL PDZ FP-2: blocks peptide binding to human CAL PDZ domain; inhibition, % at 20 µM; hit rate 0.02% among 330,000; AID 504414; purified CAL PDZ, TMR-peptide fluorescence polarization, 1 h; Q9HD26;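 active = highest replicate inhibition of at least 40%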;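 note: plate controls were DMSO neutral control wells for no effect and unlabeled competitor peptide control wells for full effect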
#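 System: purified tagged CAL PDZ domain construct (CerCALP). Schedule: 1 h incubation at room temperature before polarization reading. Medium: 25 mM sodium phosphate pH 7.4, 150 mM NaCl, TCEP, IgG, Thesit. Read-out: percent inhibition from loss of millipolarization. Measured by: FP readout, S and P plane fluorescence. Probe or stimulus: fluorescent TMR peptide probe.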
# Arrestin-AP2 inh: human beta-arrestin and AP2 interaction inhibition; FITC-arrestin peptide / GST-AP2 beads, flow cytometry; AP2 beta2 appendage carries R879A mutation; inhibition, % at 10 µM; hit rate 0.31% among 340,000;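 active = inhibition above a set limit, near 3 SD of compounds lacking own fluorescence, cut at about 54% in these data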;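 note: plate controls were DMSO wells for no effect and 5 µM unlabelled arrestin peptide for full effect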
#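 Measured by: flow cytometry, FL1 (488/535 nm); Material: AP2 appendage R879A on GSH beads; Evaluation: percent response; Timing: pre-incubation 12 min, peptide binding 1 h, room temperature; Also added: 50 nM FITC-arrestin peptide; Medium: PBS with 0.05% Tween 20 and 0.1% BSA.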
# Cardiac RTF inh: cardiac RTF calcium desensitization | P19429+P45379 | IANBD-labeled cardiac RTF, Ca2+ fluorescence | inhibition, % at 7.15 µM | hit rate 0.12% among 340,000 | AID 493244;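 active = inhibition above the mean inhibition of all tested compounds plus 3 SD, cut at about 17% in these data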;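 note: assay run at fixed EC70 calcium of 1.6 mM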
# LANA DNA inh: blocks KSHV LANA C-terminal domain binding to DNA; hit rate 0.078% among 340,000; inhibition, % at 9 µM; MBP-C-LANA/FAM-LBS DNA binding, fluorescence polarization;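 active = highest replicate inhibition at or above 60% at 9 µM, even if other replicates fall short; inactive = all replicates below 60% inhibition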;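 note: 0% = neutral control wells and 100% = 4 µM acridine orange control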
# The depositor's hits bear a star; ? = inconclusive; . = no result given.
smiles	DAGLB inh	DSG3 Ab inh	CAL PDZ FP-1	V-ATPase pH	NSD2 inh	Keap1 Nrf2 FP	CAL PDZ FP-2	Arrestin-AP2 inh	Cardiac RTF inh	LANA DNA inh
O=C(Nc1ccc(F)cc1)Nc1nnc(Cc2ccccc2F)s1	1	89	-3	1	-1	3	.	7	-4	2.7
Cc1ccc(CNC(=O)CCn2nc(-c3ccc(Cl)cc3)ccc2=O)cc1	0	106	.	5	-2	1	-2.9	-9	-2	0.6
COc1cccc(C2C(C(=O)c3cc4ccccc4o3)=C(O)C(=O)N2CCN2CCOCC2)c1 (centres undefined)	-2	104	0	0	8	-6	-2.0	28	-10	0.9
COc1cc(C2c3cc4c(cc3OC(NCc3ccccc3)C2C)OCO4)cc(OC)c1OC (centres undefined)	-2	99	-5	1	1	-1	0.3	3	1	0.1
Cc1onc(-c2c(F)cccc2Cl)c1C(=O)NCCCN1CCOCC1	-3	.	-3	-3	4	-4	-1.5	-5	14	-0.5
Cc1cc(C)n2nc(SCC3COc4ccccc4O3)nc2n1 (centres undefined)	0	.	-4	4	-2	-5	.	9	-5	0.5
CCCCc1nc2cc(C(=O)N3CCC(OCCOC)CC3)ccc2o1	-3	.	-2	0	3	4	-0.3	24	-3	0.6
CCC1(C)CC(C(CC(=O)O)c2ccc(C)cc2)CCO1 (centres undefined)	0	106	-1	0	6	2	1.0	12	-8	-1.2
COc1ccccc1CN(Cc1cc2cc(C)ccc2[nH]c1=O)Cc1nnnn1CC1CCCO1 (centres undefined)	3	99	-2	-3	2	-4	-2.8	5	16	1.5
COc1ccccc1-n1nnnc1SCC(=O)NCC1CCCO1 (centres undefined)	1	102	-2	-1	1	-7	-1.0	4	4	0.9
COC(=O)[C@]1(C)N[C@H](CN(C)C(=O)Nc2ccc(F)cc2)[C@@H]2C(=O)N(C)C(=O)[C@@H]21	-1	98	-2	-3	.	1	0.1	13	2	-0.6
N#Cc1nc(-c2ccc(F)cc2)oc1NCc1ccco1	0	113	-6	-3	-1	2	-0.8	28	-5	1.1
COc1cc(C(=O)Nc2cccnc2)cc(OC)c1OC	0	109	1	2	-1	-1	-1.3	36	-1	-0.7
C=CCc1ccccc1OCCNCCCOC	3	100	-2	0	0	0	0.7	5	13	-2.7
CN(C)/C=C1\N=C(c2cccs2)OC1=O	-1	111	-4	2	-3	-2	.	19	-6	-1.3
CSc1ccc(/C=N/NC(=O)CN2CCN(Cc3ccc(C)cc3)CC2)cc1	-2	101	-6	0	-1	-2	-0.1	1	-2	-0.3
COC(=O)c1ccc(NC(=O)CCCCCn2nnc3ccccc3c2=O)cc1	3	104	-1	0	-9	-3	0.3	4	-1	-0.7
COc1ccc(C(=O)C2CCN(C(=S)NCC3CCCO3)CC2)cc1 (centres undefined)	-2	103	-2	-2	-2	2	-0.6	-2	2	1.1
Cn1c(SCC(=O)c2ccccc2)nnc1-c1ccco1	-1	104	-3	3	-4	3	.	-10	-9	-0.2
CC1CCN(S(=O)(=O)c2cccc(-c3csc(-c4cccnc4)n3)c2)CC1	-6	78	-7	2	0	-1	-5.5	-3	-11	-2.7

# Results in Cardiac RTF inh, LANA DNA inh and V-ATPase pH (3 entries from above):
molecule | Cardiac RTF inh | LANA DNA inh | V-ATPase pH
CSc1ccc(/C=N/NC(=O)CN2CCN(Cc3ccc(C)cc3)CC2)cc1 | -2 | -0.3 | 0
COC(=O)c1ccc(NC(=O)CCCCCn2nnc3ccccc3c2=O)cc1 | -1 | -0.7 | 0
COc1ccc(C(=O)C2CCN(C(=S)NCC3CCCO3)CC2)cc1 (centres undefined) | 2 | 1.1 | -2

# Next results follow.
smiles	DAGLB inh	DSG3 Ab inh	CAL PDZ FP-1	V-ATPase pH	NSD2 inh	Keap1 Nrf2 FP	CAL PDZ FP-2	Arrestin-AP2 inh	Cardiac RTF inh	LANA DNA inh
O=C(O)CCSc1nc2ccccc2n1Cc1ccccc1	0	94	-8	-1	-2	1	-1.3	3	-6	-2.8
CCOC(=O)c1sc(N)c(C(=O)OCC)c1COC(=O)C1CC(=O)N(Cc2ccco2)C1 (centres undefined)	-1	96	.	5	3	-2	-0.5	0	-4	0.7
COc1cccc(/C=N/NC(=O)C(=O)N/N=C/c2cccc(OC)c2OC)c1OC	1	114	-4	-1	-3	-2	-0.4	-1	-7	1.4
CC(C)(C)NC(=O)c1cnn(-c2ccccc2)c1NC(=O)c1ccccc1	0	103	-1	1	-6	0	-0.5	4	-10	4.0
COC(=O)c1ccc(NC(=O)Cn2nc(C)cc2C)cc1	-1	130	-2	-1	4	-6	-1.3	-18	6	-0.4
Cc1ccc(NC(=O)CSc2nnc(Cc3csc(C)n3)o2)cc1	-1	.	1	-3	4	-1	-1.9	0	-5	-0.5
C=CCn1c(=O)c2ccccc2n2c(SC(C)C(=O)Nc3nc(-c4ccccc4)cs3)nnc12 (centres undefined)	0	.	0	-5	-3	2	-2.9	24	0	2.8
O=C(CN(Cc1cccs1)C(=O)c1csnn1)NC1CCCC1	0	82	-2	-1	-4	-3	-1.6	6	-17	-0.9
CC(C)Sc1nc(N)nc2c1ncn2C1OC(CO)C(O)C1O (centres undefined)	2	.	-4	-1	0	2	0.0	11	-1	-1.6
O=C(Cc1cccc(NC(=O)C2CCN(C(=O)c3ccccc3)CC2)c1)Nc1cccc(C(=O)N2CCCC2)c1	-1	100	-2	-1	.	0	-0.8	26	2	0.8
Cc1cc(NC(=O)c2cccc(S(=O)(=O)N3CCOCC3)c2)c2ccccc2n1	1	106	6	-1	1	-3	-4.1	10	2	-1.5
O=C1C=C(c2ccc3ncccc3c2)C[C@@H](c2ccc(F)cc2)C1	-7	108	-1	2	.	-4	-1.5	-1	-1	-1.2
CCC(=O)N1CCN(c2ccc(NC(=O)c3cc4ccccc4o3)cc2Cl)CC1	-5	.	1	-6	.	-1	.	17	4	-1.2
Cc1ccnc(N2CCCC(C(=O)NC3CC3)C2)n1 (centres undefined)	-1	96	-2	8	-2	-3	-3.4	8	-23	-1.0
CNC(=O)c1sc(N2N=C3/C(=C/c4ccccc4)CCCC3C2c2ccccc2)nc1C (centres undefined)	-1	103	.	-3	-8	-5	0.0	3	-2	1.3
O=C(NC1CCN(Cc2ccccc2)CC1)c1cc(-c2ccccn2)nc2ccccc12	-1	98	-5	1	2	1	-5.6	4	-1	-0.9
CN(C)C(CNC(=O)C1CCN(S(=O)(=O)c2cccc(Cl)c2Cl)CC1)c1ccccc1 (centres undefined)	-2	117	-7	-1	-2	2	-1.3	-17	1	-1.4
COc1ccc(Cc2nnc(NS(=O)(=O)c3ccccc3)s2)cc1	1	.	.	-3	0	2	-0.6	31	-21	1.5
Cc1cc(C)c(OCC(=O)Nc2ccccc2N2CCCCC2)c(C)c1	-3	102	-1	-1	-1	.	-1.1	1	1	.
NS(=O)(=O)c1ccc(CCNC(=O)CCCC2=NS(=O)(=O)c3ccccc3N2)cc1	-3	105	1	6	-3	-9	0.1	6	7	0.8
COC(=O)c1onc(-c2c(C)cc(C)cc2C)c1C(=O)OC	-2	107	-2	-4	-1	?	.	10	-1	0.2
O=C(O)C(c1ccccc1)C1CCCCC1O (centres undefined)	-1	93	-4	-1	-1	0	0.9	-11	-7	1.0
CC(C)Cc1nc(C(N)=O)c2[nH]c(=O)n(-c3ccc(F)cc3)c2n1	3	101	.	-6	.	-4	-1.0	0	-5	0.0
COc1ccc(NC(=O)CC2SC(N3CCCCC3)=NC2=O)cc1OC (centres undefined)	1	97	12	4	-4	-2	-1.2	29	1	1.9
CC(=O)NC(c1ccco1)c1cc(Cl)c2ccccc2c1O (centres undefined)	-1	100	0	-2	.	-1	1.0	0	-3	-1.5
COc1ccc(Nc2nc(N)nc(CSC(=S)N3CCCCC3C)n2)cc1 (centres undefined)	2	106	-14	4	0	4	-0.6	-11	1	-0.4
O=S(=O)(NCCCc1ccccc1)c1ccccc1	-2	105	-3	-4	12	1	-1.4	-4	-2	0.5
O=C(N/C(=C\c1ccc(Br)cc1)C(=O)N1CCCC1)c1cccs1	3	105	-3	-1	-1	-7	-0.7	-3	-1	-1.3
CCOc1ccc(CCNC(=O)CN2C(=O)NC3(CCCCC3)C2=O)cc1OCC	1	104	-5	1	0	-6	-1.3	-8	-7	2.3
CCNC(=S)N(Cc1ccco1)Cc1cc2cc3c(cc2[nH]c1=O)OCCO3	3	122	-4	2	3	2	-2.4	-13	7	-0.1
CN(c1ccccc1C(=O)N1CCN(c2cccc(Cl)c2)CC1)S(C)(=O)=O	3	102	.	-1	2	-2	1.0	5	-5	-0.5
CCOc1cc(C(N)=O)cc(Br)c1OCC	1	98	.	-1	2	-3	0.3	29	3	0.7
CN1/C(=C/C=N/n2cnnc2)C(C)(C)c2ccccc21	0	102	6	0	-2	2	0.7	-7	-4	0.4
CCC(C(=O)Nc1ccc2[nH]ncc2c1)c1ccccc1 (centres undefined)	0	96	-3	-3	-1	-2	.	3	0	3.2
O=C(NN1CCOCC1)c1cccc(F)c1	2	114	-3	2	-3	-4	0.1	4	-11	-0.6
COc1cc(O)c(C(C)=O)cc1OC	1	90	0	2	0	-7	-0.4	24	5	1.0
COC(=O)c1sccc1NC(=O)CC1C(=O)NCCN1C(=O)c1ccc(C)c(C)c1 (centres undefined)	1	111	.	0	-1	0	-1.3	3	2	1.4
COc1ccc(Cn2c(=O)[nH]c3cc(C(=O)N4CCN(c5ccc(OC)cc5)CC4)ccc3c2=O)cc1	0	101	0	6	.	-2	-2.6	1	7	-1.0
CN(C)S(=O)(=O)c1cccc(C(=O)Nc2cc3c(cc2C(=O)O)OCCCO3)c1	3	104	-6	-2	-10	-1	-2.0	7	-5	-2.5
COc1ccccc1/C=C1\SC(=S)N(NS(=O)(=O)c2ccc(C)cc2)C1=O	19	94	-10	-2	32	-3	-2.2	-21	5	-0.9
CC1Cc2ccccc2N1C(=O)CSc1nnc2c(n1)[nH]c1ccccc12 (centres undefined)	-1	97	1	4	-2	2	-1.3	14	-5	0.9
CCOc1ccc(-c2cc(C(=O)NCCCn3ccnc3)c3cc(Br)ccc3n2)cc1	-1	.	0	0	.	-1	-3.1	29	1	1.2
CCN(CC)S(=O)(=O)c1ccc2nc(COC(=O)c3n[nH]c4ccccc34)[nH]c2c1	-5	.	-2	-7	1	-4	-1.2	5	3	3.1

# A portion of the library; rates above refer to the full screens.
